Compound activity as filed in PubChem.
E-selectin induc: E-selectin induction on HUVECs; P16581; HUVEC E-selectin immunofluorescence imaging; normalized: neutral wells 0, TNF-alpha wells 100; activation, % at 7.58 µM; hit rate 0.37% among 260,000; AID 686992;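 active means mean E-selectin-positive cell signal at least 10% of the positive control, reached in at least 60% of replicates, without over 20% cell loss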;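 further: in these data hits start at about 27%; measured in HUVEC primary endothelial cells; signal is the percent of cells scored E-selectin positive by PE staining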
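material = human umbilical vein endothelial cells (HUVEC), E-selectin induction | quantity = 3,000 cells/well | medium = EGM-2 growth medium on 0.1% gelatin-coated wells | technique = immunofluorescence imaging | read-out basis = % PE-positive cells | control set = TNF-alpha positive control, DMSO neutral control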
miR122 inh: inhibitors of miR-122 in Huh7 cells. Huh7 miR-122 Renilla luciferase sensor, 48 h; neutral wells = 0, positive control = 100. activation (reporter increase), % at 12.5 µM. hit rate 0.3% among 340,000. AID 602342;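 active means mean replicate activation score at least 90 and every replicate individually at or above 90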;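 further: higher luciferase means less miR-122 activity so hits act as miR-122 inhibitors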
RAD52 anneal inh: inhibitors of human RAD52 DNA annealing. recombinant RAD52 DNA annealing, FRET fluorescence. inhibition, % at 18.7 µM. P43351. hit rate 0.46% among 360,000. AID 651710;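 active means every replicate showing at least 50% inhibition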
PGC1a acetyl inh: lowers PGC1a acetylation signal in U2OS cells | AlphaScreen anti-acetyl-lysine; with virally co-expressed GCN5 acetyltransferase | inhibition, % at 15.6 µM | hit rate 0.17% among 350,000;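 active means every replicate shows inhibition of at least 40%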;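 further: 0% = neutral control wells and 100% = positive control wells; some results beyond the cut were filed as inactive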
RAD54 inh: blocks human RAD54 Holliday junction branch migration; Q92698; FAM/BHQ fluorescence; inhibition, % at 10.4 µM; hit rate 0.14% among 360,000;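 active means mean normalized replicate activity at least 40 and at least half of replicates scoring 40 or more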;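 further: 0% = median of neutral control wells and 100% = median of positive control wells; inhibitors cause a drop in the FAM fluorescence signal; in these data hits start at about 50%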
Cneo AK release: causes C. neoformans cell lysis; adenylate kinase release luminescence, 4 h; normalised: neutral wells 0, clomiphene wells 100; hit rate 0.2% among 360,000; lysis activity, % at 15 µM; AID 651654;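 active means mean lysis activity across replicates of at least 80%, whatever share of replicates individually reach that level; inactive means mean lysis activity below 80%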
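Material – Cryptococcus neoformans yeast cells · Quantity – 5 × 10^6 yeast cells/mL · Buffer or medium – YPD medium · Compound – single dose · Timing – 4 h static compound exposure, 37 °C, read 1 h post-reagent · Signal – adenylate kinase release luminescence · Read-out basis – lysis from increased AK signal · Benchmarks – Clomiphene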
PglD DTNB: PglD (C. jejuni) enzyme inhibition; hit rate 0.098% among 360,000; purified PglD enzyme, DTNB colorimetric CoA detection; inhibition, % at 12.5 µM; AID 602405; in the data active means inhibition above about 16%, passing the limit was not always enough; further: strong numbers were not always called active
ERAP1 inh: ERAP1 (human) enzyme inhibition | recombinant ERAP1, Leu-AMC fluorescence, 60 min | inhibition, % at 10.7 µM | hit rate 0.15% among 340,000;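 active means mean replicate inhibition of at least 30%, or all replicates individually reaching that 30% level; inactive means mean below 30% and not every replicate reaching it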;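 further: 0% = neutral control wells and 100% = L-leucinethiol positive control wells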
Target sequence (Q9NZ08 whole entry, looked up): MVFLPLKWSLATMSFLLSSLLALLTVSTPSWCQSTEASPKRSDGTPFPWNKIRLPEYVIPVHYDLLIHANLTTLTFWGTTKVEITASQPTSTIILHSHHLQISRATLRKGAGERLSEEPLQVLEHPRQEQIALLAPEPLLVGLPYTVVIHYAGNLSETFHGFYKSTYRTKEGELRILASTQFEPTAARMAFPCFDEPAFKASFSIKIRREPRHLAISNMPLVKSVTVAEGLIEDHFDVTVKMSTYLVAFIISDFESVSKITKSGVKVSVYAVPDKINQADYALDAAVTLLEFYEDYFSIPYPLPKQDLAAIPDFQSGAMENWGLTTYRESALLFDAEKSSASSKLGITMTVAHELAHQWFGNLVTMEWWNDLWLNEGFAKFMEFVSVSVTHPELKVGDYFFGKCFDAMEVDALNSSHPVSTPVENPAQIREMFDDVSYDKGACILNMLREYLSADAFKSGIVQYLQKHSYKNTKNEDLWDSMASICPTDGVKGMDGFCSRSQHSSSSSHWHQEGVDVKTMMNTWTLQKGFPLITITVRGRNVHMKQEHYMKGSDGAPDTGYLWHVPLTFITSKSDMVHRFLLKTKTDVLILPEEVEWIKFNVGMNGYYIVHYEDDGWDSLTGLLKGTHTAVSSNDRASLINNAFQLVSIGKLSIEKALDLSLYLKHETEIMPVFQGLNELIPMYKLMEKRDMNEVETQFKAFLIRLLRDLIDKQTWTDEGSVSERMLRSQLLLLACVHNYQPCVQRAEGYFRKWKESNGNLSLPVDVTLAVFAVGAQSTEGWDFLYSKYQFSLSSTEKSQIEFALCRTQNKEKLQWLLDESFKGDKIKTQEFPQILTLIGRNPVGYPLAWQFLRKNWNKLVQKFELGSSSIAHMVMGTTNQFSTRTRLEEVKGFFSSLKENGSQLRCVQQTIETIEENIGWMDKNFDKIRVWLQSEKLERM
Starred values were filed as active, the others as inactive; · = not tested or not shown; [ ] = dose if it differs, or a comment.

SMILES	E-selectin induc	miR122 inh	RAD52 anneal inh	PGC1a acetyl inh	RAD54 inh	Cneo AK release	PglD DTNB	ERAP1 inh
Cc1noc(C)c1S(=O)(=O)N(C)C[C@@H]1Oc2ccc(NC(=O)C3CC3)cc2CC(=O)N([C@@H](C)CO)C[C@H]1C	1.8	21[16.7 µM]	13	0	3	1	4	3
O=C(COc1ccc(Br)cc1)N1CCOCC1	·	5	·	-1	-7	0	4	·
CC(C)CC#Cc1ccc([C@@H]2[C@H]3CN(C(=O)Nc4cc(F)ccc4F)CC(=O)N3[C@H]2CO)cc1	0.1	·	22	-5	·	·	·	-1
O=C(NCCc1ccc(Cl)cc1)C1CCN(S(=O)(=O)N2CCCCC2)CC1	·	3	-9	2	-7	-1	0	0
CN/C(=C\[N+](=O)[O-])NCCSCc1ccc(CN(C)C)o1	2.7	2	61*	·	-10	-2	-7	0
O=C(C[C@H]1CC[C@H]2[C@@H](COC[C@@H](O)CN2Cc2nccs2)O1)NCc1ccccc1F	0.0	-2[16.7 µM]	6	1	-6	0	-2	0
C[C@H]1CN([C@@H](C)CO)C(=O)c2cc(C#CCc3ccccc3)cnc2O[C@@H]1CN(C)C(=O)C1CCCCC1	-0.2	0[16.7 µM]	-15	5	-6	-1	-1	-4
O=C1OC(c2ccccc2)C2(CCCC2)C(=O)C12CCCC2 (configuration not stated)	·	-5	·	-21	2	-1	-1	·
Cn1c(=N)n(CC(=O)c2ccc(Br)s2)c2ccccc21	·	2	·	-9	0	-2	0	·
Cc1ccc(S(=O)(=O)N2CCOCC2)cc1NC(=O)CN1C(=O)NC2(CCCC2)C1=O	0.2	3	-7	-5	2	-1	1	-2
COc1ccc(NC2=C(C(C)=O)C(c3ccccc3)C(C(C)=O)C(C)(O)C2)cc1 (configuration not stated)	18	·	-24	-13	·	·	·	5
CCC(=O)N(C)C[C@H]1Oc2cc(-c3ccccc3OC)ccc2S(=O)(=O)N([C@H](C)CO)C[C@@H]1C	-0.2	4[16.7 µM]	-3	7	8	0	-2	0
C[C@H](CO)N1C[C@H](C)[C@@H](CN(C)C(=O)Nc2ccc3c(c2)OCO3)Oc2cc(C3=CCCCC3)ccc2S1(=O)=O	0.2	31[16.7 µM]	15	-8	3	-3	-2	2
COc1cc2c(cc1OC)C1=CC(=O)C(=O)N1C(C)(C)C2	5.9	·	-17	15	·	·	·	2
Cc1cccc(C(=O)NC2CCN(CC(=O)NCc3ccccc3F)CC2)c1	·	-1	-23	-7	-4	1	-21	2
Cc1nc2sccn2c(=O)c1S(=O)(=O)NCCc1ccccc1	0.0	21	-4	3	9	5	-5	3
O=C1OCCC1Sc1nnc(-c2ccc(F)cc2)n1Cc1ccccc1 (configuration not stated)	0.0	-3	·	·	-1	2	-8	·
CO[C@@H]1CN(C)C(=O)c2cc(NC(=O)C3CCC3)ccc2OC[C@H](C)NC[C@H]1C	0.0	0[16.7 µM]	-3	·	11	1	-3	0
O=C(NCC1CCCO1)/C(=C/c1ccccc1F)NC(=O)c1ccccc1 (configuration not stated)	·	2	-5	-8	7	-1	-7	1
Cc1ccc(OCC(=O)NCCCNC(=O)c2ccco2)cc1	·	-5	-9	-9	2	1	-8	1
CCOc1ccc(-n2ccnc2SCC(=O)Nc2nnc(CC)s2)cc1	·	3	·	-5	-3	1	1	·
COc1ccc(C(=O)CSc2nccn2C)c(OC)c1	·	3	-8	·	-5	-1	1	4
CCNC(=O)C[C@H]1CC[C@@H]2[C@H](COC[C@H](O)CN2Cc2ccncc2)O1	0.0	-4[16.7 µM]	-4	0	5	-1	1	3
O=C1C2C(C(=O)N1/N=C/c1ccco1)C1C=CC2C12CC2 (configuration not stated)	·	-13	-10	6	-1	0	5	-2
Cn1ccc2c(-c3cccc(C=O)c3)cc3c(c21)C1CCC3C1 (configuration not stated)	0.3	16	-19	0	5	1	-1	4
N=c1c(C(=O)NC2CCCCC2)cc2c(=O)n3ccccc3nc2n1Cc1ccc(F)cc1	-0.1	·	-93	·	-4	2	3	-6
Cc1ccccc1CC(=O)Nc1sc(C(C)C)cc1C(=O)N1CCOCC1	-0.3	·	-4	·	-7	0	-4	-2
O=C(NCCc1c[nH]c2ccccc12)c1ccc(Br)o1	·	·	-10	·	2	2	5	-5
CCOC(=O)CNC(=O)CSc1nnc(-c2ccncc2)n1-c1ccc(Cl)cc1	·	-11	·	9	-1	2	-3	·
CCN(CC)S(=O)(=O)c1ccc(Oc2ccccc2)c(N)c1	3.6	8	-6	-7	·	·	·	5

Single records, from the list above.
CCOc1ccc(-n2ccnc2SCC(=O)Nc2nnc(CC)s2)cc1 reads E-selectin induc = ·; miR122 inh = 3; RAD52 anneal inh = ·; PGC1a acetyl inh = -5; RAD54 inh = -3; Cneo AK release = 1; PglD DTNB = 1; ERAP1 inh = ·
COc1ccc(C(=O)CSc2nccn2C)c(OC)c1 reads E-selectin induc = ·; miR122 inh = 3; RAD52 anneal inh = -8; PGC1a acetyl inh = ·; RAD54 inh = -5; Cneo AK release = -1; PglD DTNB = 1; ERAP1 inh = 4

Going on with the list.
SMILES	E-selectin induc	miR122 inh	RAD52 anneal inh	PGC1a acetyl inh	RAD54 inh	Cneo AK release	PglD DTNB	ERAP1 inh
COC(=O)c1cc(Oc2ccc(S(=O)(=O)N3CCOCC3)cc2[N+](=O)[O-])cc(C(=O)OC)c1	·	-3	-14	-4	-5	0	2	-1
CO[C@H]1CC[C@@H]2CCOc3c(C#N)cccc3C(=O)N(C)C[C@H](C)C(=O)N(C)C[C@@H]1O2	0.0	·	9	-5	2	25	1	3
COC(=O)c1cccc(NC(=O)CSCc2ccccc2)c1	2.4	1	2	-13	-4	4	-1	0
CCc1cc2c(-c3ccccc3)cc(=O)oc2cc1OCC(C)=O	0.4	4	-6	9	-1	8	-5	-1
COCCNC(=O)c1onc(CSc2nc3ccccc3[nH]2)c1C(=O)NCCOC	-0.2	-1	5	4	-17	1	0	0
CC1CC(NC(=O)/C(C#N)=C/c2ccc[nH]2)CC(C)(C)C1 (configuration not stated)	-0.7	·	2	-7	·	·	·	3
O=C(Nc1ccc(Cl)c(Cl)c1)N[C@H]1CC[C@@H](CCn2cc(C3CCCCC3)nn2)O[C@H]1CO	-0.1	·	9	5	-9	-7	-3	-1
CC1CCN(C(=O)COC(=O)c2ccc(F)c(S(=O)(=O)N3CCOCC3)c2)CC1	·	-2	-8	-2	5	1	4	2
COc1cccc(NC(=O)N2CCC(NC(=O)C(Cc3ccccc3F)NC(C)=O)CC2)c1 (configuration not stated)	0.0	·	-7	·	7	-2	1	-1
C[C@@H]1CCCCO[C@@H](CN(C)C(=O)CCCN(C)C)[C@H](C)CN([C@@H](C)CO)C(=O)c2cc(NS(=O)(=O)c3ccc(F)cc3)ccc2O1	0.3	4[16.7 µM]	1	6	0	-3	-4	0
CCn1cc(CN2CCC(C(=O)Nc3cccc(-c4cccc(Cl)c4)c3)CC2)cn1	-0.3	-10	-14	·	3	-1	2	-2
COc1cccc(/C=N/Nc2ccc(S(=O)(=O)O)cc2)c1O	·	-6	·	5	-6	3	1	·
CSCC[C@H](NC(=O)Nc1ccc(C)cc1C)C(=O)O	·	4	·	-15	-8	-2	-1	·
O=C(N[C@H]1CC[C@@H](CCNC(=O)c2cnccn2)O[C@@H]1CO)c1ccc2c(c1)OCO2	-0.1	-3[16.7 µM]	12	17	2	7	2	-1
CO[C@@H]1CN(C)C(=O)c2ccc(NS(C)(=O)=O)cc2OC[C@H](C)N(C(=O)C2CCCC2)C[C@@H]1C	-0.1	8[16.7 µM]	-2	·	-1	-2	-2	2
CCC(C)NC(=O)C1CCCN1S(=O)(=O)c1ccc(Cl)cc1 (configuration not stated)	·	-8	2	-7	3	0	0	-1
CSc1nc(-c2ccco2)cc(-c2ccccc2)c1C#N	·	-5	·	-7	5	-2	1	·
Cn1cnc(S(=O)(=O)N2[C@@H]3CNC[C@H]2C3c2ccc(-c3ccc(F)cc3)cc2)c1 (some centres not stated)	0.0	·	8	-2	·	·	·	-2
C[C@@H]1CN([C@H](C)CO)C(=O)c2cccc(NS(=O)(=O)c3ccccc3)c2O[C@@H]1CN(C)C(=O)Nc1ccc2c(c1)OCO2	0.1	4[16.7 µM]	6	9	2	0	3	0
C[C@@H](NC(=O)[C@@H]1[C@@H](CO)[C@@H]2Cn3c(cccc3=O)[C@H]1N2C(=O)C1CCC1)c1ccccc1	0.1	·	-12	·	3	-4	-1	-1
CCCNC(=O)CC1Sc2ccccc2NC1=O (configuration not stated)	·	-2	·	17	0	0	4	·
COc1ccc(C(CNC(=O)COc2ccccc2C)N2CCCC2)cc1 (configuration not stated)	0.0	·	-33	-2	-9	-1	-3	-2
Cc1cc(C)c(NC(=O)COC(=O)c2c(C)noc2C)c(Cl)c1	·	-6	-10	17	3	-3	1	-2
Cc1nc(C)c(C(=O)OCC(=O)NCCc2ccc(S(N)(=O)=O)cc2)s1	·	·	-18	·	7	0	1	-2
CC(C)(O)CCc1c(-c2ccc(O)cc2O)oc2c3c(cc(O)c2c1=O)OC(C)(C)C=C3	·	9	1	-17	6	-1	-5	1
CCS(=O)c1ccccc1C(=O)O (configuration not stated)	·	0	·	46	-2	-3	-1	·
COc1ccc(S(=O)(=O)Nc2ccc3c(c2)C(=O)N([C@@H](C)CO)C[C@H](C)[C@@H](CN(C)C(=O)c2ccccc2)OCCCC[C@H](C)O3)cc1	1.1	-4[16.7 µM]	-15	·	3	-2	0	1
CCOC(=O)c1cccc(NC(=O)CSc2nnc(-c3cccnc3)n2C)c1	·	2	·	-2	1	1	2	·
OCc1cn(-c2ccccc2)nc1-c1ccc(Br)cc1	-0.1	4	-4	17	-3	0	-9	-3
Cc1ccccc1C(=O)Nc1ccnn1C1CCN(Cc2cnn(C)c2)CC1	·	·	-6	17	16	-2	1	1
CCCCn1c(=O)[nH]c(=O)c2c1nc(-c1ccc(-c3ccccc3)cc1)n2C	·	-1	-2	·	-8	-1	2	3
CN(C)/C=C/C(=O)c1cccc([N+](=O)[O-])c1	·	0	-8	-1	·	·	·	-3
CO[C@@H]1CN(C)C(=O)c2ccc(NC(=O)C3CC3)cc2OC[C@@H](C)N(C(=O)c2ccccn2)C[C@H]1C	-0.1	·	-3	-2	·	·	·	0
COc1ccc(S(=O)(=O)NCc2ccco2)cc1NC(=O)c1ccccc1	·	61	-3	·	0	7	6	0
C[C@@H]1CCCCO[C@@H](CN(C)C(=O)Nc2ccc3c(c2)OCO3)[C@H](C)CN([C@H](C)CO)C(=O)c2cc(NC(=O)Nc3ccc(C(F)(F)F)cc3)ccc2O1	2.8	-2[16.7 µM]	-5	-6	2	0	0	-1
Cc1onc(-c2c(F)cccc2Cl)c1C(=O)OCn1nnc2ccccc2c1=O	·	-4	·	-16	-7	-3	2	·
COCCNC(=O)C(c1ccccc1)N(Cc1cccs1)C(=O)Cn1nnc2ccccc21 (configuration not stated)	·	5	-4	-12	5	0	-1	4
C[C@@H]1CN([C@H](C)CO)C(=O)c2cc(NC(=O)Cc3cn(C)c4ccccc34)ccc2O[C@H]1CN(C)Cc1ccc(Oc2ccccc2)cc1	1.4	4[16.7 µM]	-1	0	0	-3	3	1
O=C(C1CC1)N1C[C@H]2[C@@H](c3ccccc31)[C@H](CO)N2C(=O)c1ccccc1	0.0	-21[16.7 µM]	-19	-2	10	-3	-3	-2
O=C(Nc1ccc(C(=O)N2CCCCC2)cc1)C1=CSCCO1	·	1	-4	·	-2	-2	1	6
CCN(Cc1ccccc1)C(=O)C1CCN(C/C(C)=C/c2ccccc2)CC1	0.0	1	-6	5	-6	0	4	4
